TbPYK inhibitor: inhibitors of Trypanosoma brucei pyruvate kinase; Q57TT1; TbPYK enzyme, Kinase-Glo Plus ATP luminescence, 45 min; Potency, µM (series often up to 76.8 µM), for inactives: at the highest dose activity, negative = inhibition, usual class: inhibitors; 0.12% of 410,000 active; also: potency is read from the fitted curve at half-maximal effect; nearly all actives have a fitted effect of over 50% in size
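Glycolytic pyruvate kinase of T. brucei was incubated with substrate, test compound and 130 uM ADP for 45 minutes at room temperature. Luminescent Kinase-Glo Plus signal was measured after 10 minutes.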
AmpC inh no detg: blocks E. coli AmpC beta-lactamase in detergent-free assay; AID 485341; P00811; 0.52% of 330,000 active; Potency, µM (series often up to 57.1 µM), for the others: top-dose activity change, negative = inhibition, actives largely listed as inhibitors; AmpC nitrocefin hydrolysis, absorbance 480 nm, 0.0001% Triton;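 also: potency is read from the fitted curve at half-maximal effect; plate controls were no compound for no effect and no enzyme for full effect; nearly all actives have a fitted effect of over 20% in size; some results filed as inactive show a strong effect at the top dose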
Target sequence (P00811 whole entry, looked up): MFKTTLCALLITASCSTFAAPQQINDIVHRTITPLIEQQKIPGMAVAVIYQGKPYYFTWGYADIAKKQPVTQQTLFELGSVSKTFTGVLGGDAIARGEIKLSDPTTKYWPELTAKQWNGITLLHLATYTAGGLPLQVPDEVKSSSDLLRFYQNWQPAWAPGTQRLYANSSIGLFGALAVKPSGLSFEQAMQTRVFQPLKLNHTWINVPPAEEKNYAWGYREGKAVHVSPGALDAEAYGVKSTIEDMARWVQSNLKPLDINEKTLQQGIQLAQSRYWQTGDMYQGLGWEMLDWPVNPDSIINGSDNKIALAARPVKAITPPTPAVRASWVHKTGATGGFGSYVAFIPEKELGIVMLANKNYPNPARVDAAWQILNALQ
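20 mM phosphate pH 7.0 + 0.01% (detergent screen) or 0.0001% Triton X-100; 5.3 nM AmpC reagent; cpd preinc 15 min RT; nitrocefin (800 uM stock) to start; A480 q20 s × 4 min; Activity was normalised to no-enzyme and no-compound control wells.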
AmpC inh detg: blocks E. coli AmpC beta-lactamase in detergent assay | 0.041% of 370,000 active | AmpC hydrolysis of nitrocefin, absorbance 480 nm, 0.01% Triton | Potency, µM (series often up to 114 µM), for the others: at the top dose activity change, negative = inhibition, actives largely listed as inhibitors | P00811;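 also: potency is read from the fitted curve at half-maximal effect; 0% = no-compound wells and -100% = no-enzyme wells; nearly all actives have a fitted effect of over 25% in size; some results filed as inactive show a strong effect at the top dose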
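20 mM phosphate pH 7.0 + 0.01% (detergent screen) or 0.0001% Triton X-100; 5.3 nM AmpC reagent; cpd preinc 15 min RT; nitrocefin (800 uM stock) to start; A480 q20 s × 4 min; Activity was normalised to no-enzyme and no-compound control wells.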
HCMV antiviral: human cytomegalovirus inhibition | 4.5% of 410,000 active | AID 1259415 | HFF cells, HCMV-luciferase reporter, 72 h; stronger effect = lower value | activity change, negative = inhibition, % at 57.5 µM; in the data active = activity change below about -60%; inconclusive = no clear call, values can overlap the other calls; inactive = above about -39%
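Compounds were evaluated in HFFs infected with an HCMV luciferase reporter virus (MOI 1 PFU/cell). Luciferase in lysates collected 72 h post infection served as the replication measure.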
AMA1 RON2 block: inhibitors of Plasmodium falciparum AMA1-RON2 interaction; 0.2% of 360,000 active; Potency, µM (titrated, usually from 58.2 µM), for the others: at the highest dose activity change, negative = inhibition, usual class: inhibitors; AlphaScreen AMA1-biotinylated RON2 peptide binding;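 also: potency is read from the fitted curve at half-maximal effect; 0% = vehicle wells and -100% = peptide control; nearly all actives have a fitted effect of over 45% in size; some results filed as inactive show a strong effect at the top dose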
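AMA1 (3D7) with his tag at 25 nM final met compounds first, then biotinylated RON2 peptide at 25 nM; detection used donor plus acceptor beads, 10 µg/mL apiece, read by AlphaScreen after 30 min at room temperature.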
Sm TGR block: inhibitors of Schistosoma mansoni thioredoxin glutathione reductase; Potency, µM (top dose mostly 114 µM), for the others: at the top dose activity change, negative = inhibition, most hits filed as inhibitors; purified TGR, DTNB reduction, TNB absorbance 405 nm; 3% of 360,000 active; Q962Y6; AID 485364; also: potency is read from the fitted curve at half-maximal effect; nearly all actives have a fitted effect of over 60% in size
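First, TGR (20 nM dispensed) and NADPH were mixed with compound. Second, a 15 min room-temperature incubation followed. Third, further NADPH and then DTNB were added to start the reaction. Finally, TNB absorbance was monitored kinetically.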
LmPK inh: inhibitors of Leishmania mexicana pyruvate kinase; Q27686; purified LmPK, Kinase-Glo ATP luminescence, 1 h; Potency, µM (doses to about 57.5 µM), for the others: at the highest dose activity change, negative = inhibition, most hits filed as inhibitors; 0.37% of 290,000 active; AID 1721; also: potency is read from the fitted curve at half-maximal effect
Target sequence (Q27686 whole entry, looked up): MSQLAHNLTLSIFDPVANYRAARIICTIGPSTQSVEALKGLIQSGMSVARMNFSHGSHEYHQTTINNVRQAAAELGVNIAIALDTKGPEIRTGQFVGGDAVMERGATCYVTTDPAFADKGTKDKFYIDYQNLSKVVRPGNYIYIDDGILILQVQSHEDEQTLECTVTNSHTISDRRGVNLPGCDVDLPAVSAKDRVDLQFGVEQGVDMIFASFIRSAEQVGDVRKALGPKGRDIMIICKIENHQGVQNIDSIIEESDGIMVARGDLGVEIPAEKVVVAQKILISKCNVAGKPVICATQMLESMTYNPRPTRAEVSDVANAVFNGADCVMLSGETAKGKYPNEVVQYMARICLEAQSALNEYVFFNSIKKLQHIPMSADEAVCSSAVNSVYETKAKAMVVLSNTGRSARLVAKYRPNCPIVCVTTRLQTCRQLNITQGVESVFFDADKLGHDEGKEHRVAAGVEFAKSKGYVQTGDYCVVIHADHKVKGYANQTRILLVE
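Kinase-Glo luminescence read after 1 h RT reaction of 0.1 nM LmPK with 0.5 mM PEP and 0.1 mM ADP. Activity scaled between uninhibited and enzyme-free controls.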
* marks the source's active call; other numbers are inactive results; ? = inconclusive; . = not tested or not shown; [ ] = remark or other dose. Unless noted, calls follow the shape of the dose curve; as a rule, active = well fitted curve in the direction sought with a large enough effect; inconclusive = small, poorly fitted or top-dose-only effect, or another doubt; inactive = no such curve, though single readings can be large; an effect the other way counts as inactive or inconclusive. Unless noted, % is scaled to controls: 0 for no effect and ±100 for the full control effect.

| entry | compound | TbPYK inhibitor | AmpC inh no detg | AmpC inh detg | HCMV antiviral | AMA1 RON2 block | Sm TGR block | LmPK inh |
| --- | --- | --- | --- | --- | --- | --- | --- | --- |
| 1 | COC(=O)c1ccc(OCC(O)CNCC(c2ccc(OC)cc2)N(C)C)c(OC)c1 (stereo not given) | 6% | 2% | ? | 18 | 35%[activator] | -5% | -3% |
| 2 | CC1CCN(S(=O)(=O)c2ccc3c(ccc(=O)n3CC(=O)Nc3ccc(C(C)C)cc3)c2)CC1 | -4% | . | 9% | 20 | . | 4% | . |
| 3 | CN(C)c1nc(Cl)nc2c1nc(Cl)n2C1CCCCO1 (stereo not given) | -1% | . | . | -21 | 5% | . | . |
| 4 | CC(c1ccc(F)cc1)n1cc(C(=O)NCc2ccccn2)nn1 (stereo not given) | 4% | -4% | -2% | -17 | 67%[activator] | -6% | 0% |
| 5 | COc1ccc(O/C(=N\S(=O)(=O)c2ccccc2)c2ccccc2)cc1 | -10% | -2% | 3% | -28 | -3% | 1% | -2% |
| 6 | CCOc1ccccc1NC(=O)c1ccc(F)c(S(=O)(=O)N2CCC3(CC2)OCCO3)c1 | -7% | 74%[activator] | 2% | -13 | 5% | 1% | -9% |
| 7 | Cc1cc2cc3c(cc2nc1SCC(=O)N1c2ccccc2CC1C)OCO3 (stereo not given) | 1% | -26% | -12% | -39 | -7% | 6% | 10% |
| 8 | O=C(CSc1nccn1-c1ncc(C(F)(F)F)cc1Cl)c1ccc(Cl)cc1 | -14% | -19% | -4% | -4 | 69%[activator] | -11% | 1% |
| 9 | CCOCN(C(=O)CSc1nc2ccccc2[nH]1)c1c(C)cccc1CC | 2% | . | -6% | -2 | . | -10% | . |
| 10 | Cc1noc(NS(=O)(=O)c2ccc(NC(=O)C34CC5CC(C3)CC(n3cnc(Cl)n3)(C5)C4)cc2)c1C | -5% | -53% | 12% | -16 | -3% | 6% | 5% |
| 11 | COc1ccc(OC)c(NC(=O)CN(c2ccc(OC)c(Cl)c2)S(C)(=O)=O)c1 | 1% | 42% | ? | 55 | -6% | 5% | -3% |
| 12 | O=C(NCCc1csc(-c2cccnc2)n1)c1c(F)cccc1F | -2% | 0% | 11% | ? | 3% | 29% | 5% |
| 13 | O=C(CN1C(=O)COc2ccc(S(=O)(=O)N3CCCCCC3)cc21)NCCc1ccccc1 | -5% | . | -10% | -9 | . | 5% | . |
| 14 | COc1cc(C(=O)COC(=O)c2cnc(C)cn2)ccc1OC(F)F | 0% | 10% | ? | 4 | -14% | 13% | 2% |
| 15 | COC(=O)c1ccc2c(=O)n(Cc3ccco3)c(SCC(=O)Nc3ccccc3Cl)nc2c1 | -6% | -11% | -13% | -2 | -14% | 2% | 2% |
| 16 | Cc1cc(Br)ccc1SCC(=O)OCC(=O)NCc1ccc2c(c1)OCO2 | 0% | -10% | 7% | -8 | 11% | 5% | 2% |
| 17 | COc1cc(OC)c(NC(=O)c2nnn(Cc3ccc(C)cc3)c2N)cc1Cl | -4% | . | 1% | -17 | . | 0% | . |
| 18 | CC[C@@]1(C(=O)OC)N[C@H](CN(C)C(=O)Nc2ccc(C(F)(F)F)cc2)[C@@H]2C(=O)N(C)C(=O)[C@@H]21 | -3% | -8% | . | -7 | -4% | . | . |
| 19 | CNC(=O)c1c(NC(=O)CS(=O)(=O)c2ccc(F)cc2)sc(C)c1C | -9% | -16% | ? | -21 | -10% | -6% | . |
| 20 | COc1ccc(CNC(=O)CCc2cn(C)c3ccccc23)cc1 | 4% | . | 3% | 11 | . | -3% | . |
| 21 | CCn1cc2nc(SCC(=O)Nc3ccc(OC)cc3OC)n(Cc3ccc(OC)cc3)c(=O)c2n1 | 0% | 77%[activator] | -2% | -8 | -12% | 10% | -1% |
| 22 | Cc1ccc(NC(=O)CN(C)S(=O)(=O)c2ccc(Br)s2)cc1F | 3% | -35% | -13% | -36 | 5% | 3% | 4% |
| 23 | CCOC(=O)Nc1ccc2c(COC(=O)CNS(=O)(=O)c3ccc(NC(C)=O)cc3)cc(=O)oc2c1 | -2% | -18% | -2% | -21 | -18% | 4% | -4% |
| 24 | CS(=O)(=O)c1ccc(Nc2nc(C(N)c3ccccc3Cl)cs2)cc1 (stereo not given) | 7% | . | . | -8 | 72%[activator] | . | . |
| 25 | CCN1C(=O)C2CCCCN2c2ccc(C(=O)NCCOC)cc21 (stereo not given) | 6% | -4% | 5% | 77 | 0% | -25% | 3% |
| 26 | COc1ccccc1C(=O)Nc1cccc(NC(=O)c2ccccc2OC)n1 | 6% | -24% | -9% | -28 | ? | 0% | 1% |
| 27 | CCn1nnnc1SCC(=O)c1ccc2c(c1)OCCO2 | -8% | -22% | ? | -29 | 1% | 4% | -13% |
| 28 | CC1CC(=O)Nc2ccccc2N1C(=O)CN1CCN(c2ccccc2)CC1 (stereo not given) | 8% | -16% | 10% | 0 | 2% | 5% | 0% |
| 29 | COc1ccc(/C(N)=N/OC(=O)C2CCCCC2)cc1OC | -2% | -9% | 3% | -11 | 15% | -1% | -5% |
| 30 | CC(C)(CNC(=O)CCNC(=O)c1ccc(Br)cc1)N1CCOCC1 | 2% | -12% | -17% | -16 | -8% | 4% | . |
| 31 | O=C(N/N=C\c1ccc2c(c1)OCO2)c1ccco1 | -22% | -7% | -3% | 103 | 11% | 2% | 14µM* |
| 32 | CC(C)C[C@@H](CO)N(Cc1ccccc1)S(=O)(=O)N(Cc1ccccc1)[C@H](CO)CC(C)C | 2% | 1% | -8% | . | -2% | ? | . |
| 33 | COc1ccc(NC(=O)Cn2c(=O)n(-c3ccc(CC(=O)NCc4ccco4)cc3)c(=O)c3ccccc32)cc1 | -1% | -21% | ? | -63* | 3% | -2% | -1% |
| 34 | COC(=O)[C@H](CCSC)NC(=O)NCCc1ccc(F)cc1 | 0% | -4% | 0% | 31 | 0% | -1% | 2% |
| 35 | O=C(COc1ccc(/C=N/NC(=O)C(=O)N2CCCCC2)cc1)Nc1ccccc1Cl | -2% | 42% | -13% | 6 | 7% | 0% | 6% |
| 36 | CCCN1CCC(=O)NC1=S | 2% | . | . | 3 | -1% | . | . |
| 37 | O=C(NNc1ccccc1)C(=O)NNS(=O)(=O)c1ccc([N+](=O)[O-])cc1 | -4% | -21% | -10% | 27 | 78%[activator] | -1% | 0% |
| 38 | O=C(NCc1ccccc1)c1ccc(CN2CCOCC2)cc1 | -1% | 34% | -3% | -8 | 0% | 3% | -3% |
| 39 | NC(=O)c1ccc(NC(=O)c2ccccc2S(=O)(=O)c2ccccc2[N+](=O)[O-])cc1 | -5% | -20% | -1% | 2 | -2%[11.6 µM] | 1% | -1% |
| 40 | CCc1ccc(NC(=O)c2cc(C(C)C)on2)cc1 | 2% | 0% | 2% | 54 | -8% | 1% | -8% |
| 41 | Cc1c(-c2nnc(-c3ccc(C(F)(F)F)cc3)o2)cnn1-c1ccccc1 | 3% | 0% | -12% | -16 | -2% | 1% | 1% |
| 42 | COc1ccc(CNC(=O)c2c(-c3cc(Cl)c(OC)c(Cl)c3)noc2C)cc1 | 2% | 9% | 2% | 20 | -1% | -2% | 3% |
| 43 | Cc1ccc(OCC(=O)NS(=O)(=O)c2ccc(Cl)cc2)cc1 | -14% | -25% | 1% | 1 | -6% | 0% | -12% |
| 44 | Oc1c(N=Nc2ccccc2)sc2ccccc12 | -6% | -26% | -1% | 15 | ? | -5% | ? |
| 45 | CSCCC(NC(=O)c1cccc([N+](=O)[O-])c1)C(=O)OCC(=O)N1CCCC1=O (stereo not given) | -1% | -9% | -11% | -22 | -4% | 6% | . |
| 46 | COc1ccc(C2CC(c3ccc(C)cc3)Nc3nc(N)nn32)cc1 (stereo not given) | -9% | 70%[activator] | -13% | 27 | 3.2µM* | 0% | 5% |
| 47 | O=C(NCCO)c1ccc(-c2nnc(Nc3ccc(OC(F)(F)Cl)cc3)c3ccccc23)cc1 | 7% | . | 0% | ? | . | 4% | . |
| 48 | Cc1cn(-c2ccc(Br)cc2)[nH]c1=O | -5% | -11% | 0% | 33 | -4% | 8% | -3% |
| 49 | Cn1nnnc1SCCCNCc1cc(Cl)ccc1OCc1ccccc1F | 2% | . | 12% | ? | . | 2% | . |
| 50 | CC(C)c1ccccc1NC(=O)Nc1nc(C(N)Cc2ccc(C(F)(F)F)cc2)cs1 (stereo not given) | -10% | . | . | -24 | 88%[activator] | . | . |
| 51 | N#CCCN(C(=O)c1ccco1)c1ccccc1 | -18% | -12% | -17% | -16 | 1% | 0% | -3% |
| 52 | O=C(N/N=C/c1ccc2ccccc2c1)c1ccc(COc2ccc3c(c2)CCC3)o1 | 8% | -31% | -10% | 45 | -29% | 5% | -9% |
| 53 | Cc1cccc(C)c1-n1nnnc1C(c1cc2ccccc2o1)N1CCN(C/C=C/c2ccccc2)CC1 (stereo not given) | 4% | . | . | -62* | ? | . | . |
| 54 | CSc1ccccc1NC(=O)COC(=O)c1ccccc1O | 0% | -23% | -7% | 17 | 15% | -7% | -1% |
| 55 | COc1ccc(N(CC(=O)N/N=C(\C)c2cccs2)S(=O)(=O)c2ccccc2)cc1Cl | . | -20% | 4% | 26 | . | 2% | 0% |
| 56 | CCCCCCCCOC(=O)CCn1[nH]c(=O)c2ccccc2c1=O | 3% | -20% | ? | -5 | -13% | 8% | 0% |
| 57 | Cc1cc(C(F)(F)F)nn1-c1nc(-c2ccco2)cc(C(F)(F)F)n1 | ? | -20% | -10% | -5 | 25% | 2% | -3% |
